# High-throughput results (PubChem)
# CHRM1 PAM: human M1 muscarinic receptor positive allosteric modulators, primary screen, CHO-K1 cells, Fluo-8 calcium fluorescence, 1536-well; Muscarinic acetylcholine receptor M1 (Homo sapiens), P11229; CHO-K1 hM1, ACh EC20; 0% = ACh EC20, 100% = maximal ACh; activation, % at 3 µM; actives 0.088% (n = 360,000); in the data active means activation above about 19%, passing the limit was not always enough
# Target sequence (P11229 whole entry, looked up): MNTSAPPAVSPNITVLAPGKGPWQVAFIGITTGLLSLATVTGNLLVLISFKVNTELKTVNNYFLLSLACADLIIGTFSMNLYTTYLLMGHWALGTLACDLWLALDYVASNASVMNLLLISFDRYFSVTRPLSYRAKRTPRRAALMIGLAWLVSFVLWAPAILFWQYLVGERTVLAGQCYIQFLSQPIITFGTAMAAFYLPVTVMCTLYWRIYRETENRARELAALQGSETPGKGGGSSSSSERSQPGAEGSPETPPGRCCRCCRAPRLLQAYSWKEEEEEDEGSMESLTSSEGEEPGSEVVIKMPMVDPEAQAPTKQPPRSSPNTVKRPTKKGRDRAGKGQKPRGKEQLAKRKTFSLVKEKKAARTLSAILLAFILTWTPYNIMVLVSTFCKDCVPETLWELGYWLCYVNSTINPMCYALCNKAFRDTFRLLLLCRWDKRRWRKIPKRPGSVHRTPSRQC
# TAAR1 antag: human TAAR1 antagonists, primary screen, Fluo-8 calcium fluorescence, CHO RD-HGA16 cells. AID 624466, 2012. antagonist. inhibition, % at 3 µM. actives 1.5% (n = 360,000);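 active means inhibition above a per-plate cutoff, the mean inhibition of test compounds on that plate plus 3 SD, cut at about 49% in these data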;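 further: 0% = DMSO plus EC80 beta-PEA response and 100% = DMSO alone without agonist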
# Target sequence (Q96RJ0 whole entry, looked up): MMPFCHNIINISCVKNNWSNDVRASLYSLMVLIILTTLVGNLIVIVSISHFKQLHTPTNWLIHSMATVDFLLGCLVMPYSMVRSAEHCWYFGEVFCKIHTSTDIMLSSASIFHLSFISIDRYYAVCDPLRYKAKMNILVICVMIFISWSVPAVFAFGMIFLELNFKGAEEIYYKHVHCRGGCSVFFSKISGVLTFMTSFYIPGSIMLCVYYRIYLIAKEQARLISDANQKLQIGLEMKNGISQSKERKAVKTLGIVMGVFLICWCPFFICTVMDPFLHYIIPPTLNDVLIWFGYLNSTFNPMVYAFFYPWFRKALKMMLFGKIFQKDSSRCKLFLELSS
#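 Material: CHO RD-HGA16 cells bearing hTAAR1; compound dosing: one-point dosing, 3 µM nominal final; schedule: dye loading 75 min at 37 °C, then 30 min room temperature; measured by: calcium fluorescence with Fluo-8; control set: vehicle and agonist controls; replication: n of 1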
# CHO parental Ca: ATP-evoked calcium signal inhibitors, parental CHO, primary screen, counter-screen for OX1R antagonist project, cell-based, fluorescence, Fluo-8 calcium dye; parental CHO-K1, ATP-induced calcium, Fluo-8 fluorescence; actives 0.63% (n = 330,000); inhibition, % at 5.6 µM;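 active means inhibition above that plate's mean sample inhibition plus 3 SD, cut at about 26% in these data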;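 further: 0% = ATP-challenged DMSO wells and 100% = DMSO wells without ATP; some compounds past the cut are filed as inactive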
#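 Material: Parental CHO cells | Reagent: ATP | Compound dosing: Single nominal dose of 5.6 µM per compound | Detection: Intracellular calcium via Fluo-8 no-wash fluorescent dye | Read-out: % inhibition of ATP-induced calcium mobilization | Benchmarks: Low control ATP plus DMSO, high control DMSO only | Replicates: Singlicate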
# CHO-K1 Ca antag: M1 antagonist counterscreen hit in parental CHO-K1 cells. ATP-induced calcium, Fluo-8 fluorescence. inhibition, % at 3 µM. actives 0.6% (n = 360,000). AID 602250;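 active means inhibition above a per-plate cutoff, the plate's mean sample inhibition plus 3 SD, cut at about 24% in these data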;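 further: 0% = DMSO plus EC80 ATP and 100% = DMSO alone without ATP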
# TAAR1 agonist: human TAAR1 agonists, primary screen, Fluo-8 calcium fluorescence, CHO RD-HGA16 cells; vehicle wells 0%, saturating PEA agonist 100%; activation, % at 3 µM; actives 0.99% (n = 360,000);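 active means activation above the mean activation of all test compounds in the run plus 3 SD, cut at about 38% in these data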
#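 test system = CHO RD-HGA16 cells carrying human TAAR1 plus Gα16 | schedule = 17-24 h seeding, 75 min 37 °C dye, 30 min RT | compound dosing = 3 µM single concentration | control set = DMSO and PEA EC100 | replicates = n 1 | signal = Fluo-8 fluorescence, 5 s baseline then 140 s kinetic read | measure = percent activation vs PEA EC100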
# M1 ag: human M1 muscarinic receptor agonists, primary screen, Fluo-8 calcium fluorescence, CHO-K1 cells, HTS. Muscarinic acetylcholine receptor M1 (Homo sapiens), P11229. CHO-K1 hM1, agonist mode; 0% DMSO, 100% acetylcholine EC100. activation, % at 3 µM. actives 0.33% (n = 360,000);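 active means activation above the run's mean compound activation plus 3 SD, cut at about 16% in these data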;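 further: peak over basal fluorescence ratio within a 140 s kinetic read after compound addition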
# M1 antag: human M1 muscarinic receptor antagonists, primary screen, CHO-K1 cells, Fluo-8 calcium fluorescence, 1536-well; Muscarinic acetylcholine receptor M1 (Homo sapiens), P11229; CHO-K1 hM1, ACh EC80 antagonist; inhibition, % at 3 µM; actives 1.3% (n = 360,000); AID 588852, 2011;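 active means percent inhibition above its own plate's cutoff, namely the mean of that plate's compound wells plus 3 SD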;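 further: peak over basal fluorescence ratio during 140 s after agonist addition; 0% = ACh EC80 plus DMSO and 100% = DMSO alone without agonist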
# M1 PAM parental: nonselective calcium activators in parental CHO-K1 cells, primary screen, counter-screen for M1 PAM project, cell-based, Fluo-8 calcium fluorescence, full deck, 1536-well | ATP EC20; 0% at ATP EC20, 100% at ATP max | activation, % at 3 µM | actives 0.02% (n = 360,000) | AID 602247, 2012;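 active means activation above the run cutoff, the mean activation of all test compounds plus 3 SD, cut at about 40% in these data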;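 further: peak over basal fluorescence ratio in a 140 s read after ATP addition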
# CHO-K1 Ca ag: counter-screen for M1 agonists: effect in parental CHO-K1 cells; activation, % at 3 µM; actives 0.48% (n = 360,000); Fluo-8 calcium fluorescence; scaled to maximal ATP response, vehicle zero; in the data active means activation above about 15%;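 further: untransfected CHO-K1 host cells lacking M1 receptor as counterscreen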
# An asterisk follows results filed as active; . = no result given.
# The opening 4 entries, ahead of the listing:
# Every second line gives: CHRM1 PAM, TAAR1 antag, CHO parental Ca, CHO-K1 Ca antag, TAAR1 agonist, M1 ag, M1 antag, M1 PAM parental, CHO-K1 Ca ag
- O=[N+]([O-])/C(=C\Nc1ccccc1)S(=O)(=O)c1ccccc1
 : 0, -1, -4, 7, 4, -3, 2, -1, -0.3
- CC(Sc1nc2c([nH]c3ccccc32)c(=O)n1C)c1ccccc1 (stereo unspecified)
 : 7, -11, -3, -2, 0, -1, -8, 21, 0.5
- CCn1nnnc1SCC(=O)Nc1nc(C)c(C)s1
 : 7, 1, 4, -20, 1, -1, -5, 8, 0.5
- CCCNC(=O)C1(C)CCCN(C(=O)c2c(C)noc2C)C1 (stereo unspecified)
 : 9, -3, ., 13, 1, -2, -8, -11, 1.1

# The list itself, previewed entries included:
# Every second line gives: CHRM1 PAM, TAAR1 antag, CHO parental Ca, CHO-K1 Ca antag, TAAR1 agonist, M1 ag, M1 antag, M1 PAM parental, CHO-K1 Ca ag
- O=[N+]([O-])/C(=C\Nc1ccccc1)S(=O)(=O)c1ccccc1
 : 0, -1, -4, 7, 4, -3, 2, -1, -0.3
- CC(Sc1nc2c([nH]c3ccccc32)c(=O)n1C)c1ccccc1 (stereo unspecified)
 : 7, -11, -3, -2, 0, -1, -8, 21, 0.5
- CCn1nnnc1SCC(=O)Nc1nc(C)c(C)s1
 : 7, 1, 4, -20, 1, -1, -5, 8, 0.5
- CCCNC(=O)C1(C)CCCN(C(=O)c2c(C)noc2C)C1 (stereo unspecified)
 : 9, -3, ., 13, 1, -2, -8, -11, 1.1
- O=S(=O)(CCOc1ccccc1)N1CCOCC1
 : 9, -2, -3, -5, 2, -8, -5, 16, 0.1
- Cc1ccc(C)n1-c1ccc(N2CCOCC2)nc1
 : 8, ., -7, -18, ., -6, -11, -2, 0.2
- CN(C)/C(=N\S(=O)(=O)c1ccccc1)c1ccccc1
 : 12, -22, 13, -3, 6, -2, -13, 18, -0.1
- O=C(COC(=O)c1ccccc1Br)NCCc1ccc(F)cc1
 : 4, -4, -12, -2, 1, -8, 1, 16, -0.1
- Cc1ccc(NC(=O)Cn2nnc(C(=O)Nc3ccc(C)c(C)c3)c2N)cc1
 : 10, 10, -3, 9, 1, -2, -16, 11, 0.2
- Oc1c(C=Nc2ccccc2Cl)[nH]c2ccccc12
 : 2, -6, -2, -7, 1, -2, -1, 10, 2.1
- CC(=O)Nc1cccc(C(=O)OCc2csc(CC(=O)Nc3ccccc3C)n2)c1
 : 14, 28, -35, -19, 5, 4, -7, 6, 1.5
- COc1ccc(CNC(=O)N2CCc3ccccc3C2)cc1Cl
 : 2, -2, -28, 11, 3, -3, -6, -24, -0.6
- CCOc1ccc(NC(=S)N(CCc2c(C)[nH]c3ccccc23)Cc2ccco2)cc1
 : 2, 3, -1, -6, -1, -4, -2, 9, -0.3
- CCOc1ccc(NC(=O)CC2C(=O)N(c3ccccc3)C(=S)N2Cc2ccccn2)cc1 (stereo unspecified)
 : -2, 43, -14, 4, 20, -4, 9, 12, 5.0
- COc1ccc(-n2c(SCC(=O)Nc3ccccc3)nnc2-c2ccoc2C)cc1
 : 12, -9, -12, -11, 0, -1, -16, 21, 0.1
- COc1ccc(C)cc1NC(=O)C1CC(=O)N(CCc2ccc(F)cc2)C1 (stereo unspecified)
 : 14, -14, ., -14, 2, -1, -10, 6, 0.1
- CSc1ccccc1C(=O)C1CCCN(C(=O)c2csnn2)C1 (stereo unspecified)
 : 3, -7, -13, -15, 4, -4, 2, 23, 0.9
- COc1ccccc1Cn1c(=O)oc2ccc(C)cc21
 : 1, -10, -4, 5, 0, -3, -5, -9, -0.5
- COc1ccc2c(c1)OC[C@H]1[C@H]2N2C(=O)c3cc(Cl)ccc3NC(=O)[C@@]2(C)[C@H]1c1ccccc1
 : -16, ., -14, -15, ., -8, 25, 19, 1.5
- O=C(Nc1ccc(OCc2ccccc2)cc1)c1cccs1
 : 13, 25, 15, -9, 7, 2, -19, 12, 4.0
- O=C(COC(=O)CCCc1nc2ccccc2s1)Nc1ncc(Cl)cc1Cl
 : 2, -20, -25, -14, 0, -5, 0, 16, 3.8
- Cc1ccsc1C(=O)OCC(=O)NCc1cccs1
 : 4, -10, ., 4, 1, -2, -12, -15, 0.5
- Cc1ccc(/C=C/C(=O)NCCCN2CCN(CCCNC(=O)/C=C/c3ccc(C)cc3)CC2)cc1
 : 6, -5, -25, -11, 3, -8, -10, 15, -0.5
- Cc1ccc2nsnc2c1S(=O)(=O)NCc1ccncc1
 : 8, -18, -10, -5, 12, 1, -7, 7, 4.9
- Cc1csc(SCC(=O)NC(=O)NC(C)C)n1
 : 8, 6, -7, -1, 0, -2, -7, 7, -0.1
- Nc1nc(N2CCN(c3ccc(Cl)cc3)CC2)n[nH]1
 : -4, 4, -9, -1, 15, -4, 3, 12, -0.1
- Cc1cccc(C(=O)NCCNC(=O)c2cnccn2)c1
 : 6, -7, -2, -13, 4, -6, -8, 0, 0.9
- COc1ccc(C(=O)Oc2ccc(-c3nnco3)cc2)cc1S(=O)(=O)N1CCOCC1
 : -3, 60*, -8, 3, 13, 1, 1, -7, 4.4
- O=C(NCCCN1CCOCC1)c1cc(C(=O)C2CCCCC2)c[nH]1
 : -10, -27, -4, 0, 3, -3, 23, -7, -0.3
- Cc1ccc(NC(=O)NC(=O)COC(=O)c2ccc(O)cc2O)c(C)c1
 : 4, -4, ., -7, 11, 4, -7, 12, 4.8
- CSc1nc(NS(=O)(=O)c2ccc(F)cc2F)nn1C
 : 4, -25, -8, 0, 1, -3, -3, -2, 1.4
- CC(C)CC(NS(=O)(=O)c1ccc2[nH]c(=O)c(=O)[nH]c2c1)C(=O)O (stereo unspecified)
 : 8, -10, -4, 0, 13, -4, 0, 22, 1.8
- NS(=O)(=O)c1ccc(N/C=C\C(=O)c2ccc3ccccc3c2)cc1
 : -3, 10, 4, -4, -1, -2, 11, 15, 6.4
- Nc1cc(Cl)ccc1C(=O)OCC(=O)N1CCCCCC1
 : 8, 103*, -5, -6, 2, 1, -3, 17, 3.9
- Cc1ccc(/C=N/n2cnc3sc(-c4ccccc4)cc3c2=O)o1
 : -2, 10, -3, 4, 7, 0, -23, 1, -0.1
- O=C(O)c1ccccc1C(=O)NCCc1c(C(=O)O)[nH]c2ccc(F)cc12
 : 2, -6, -6, -14, 8, -2, -2, 18, 0.2
- Cc1cc(Cl)c(S(=O)(=O)NCc2cccnc2)cc1OCC(=O)NC1CCCCC1
 : 5, -6, -27, 2, 16, -3, -3, 16, 0.9
- Cc1ccc(C(=O)NC(=S)Nc2ccc(S(=O)(=O)N(C)c3ccccc3)cc2)cc1
 : 2, 4, -8, -1, 3, 2, -8, 16, 1.8
- c1ccc(CSc2ncnc3c2cnn3Cc2ccccc2)cc1
 : 1, 16, -16, 1, 4, -6, -5, -1, -0.1
- Cc1ccc(S(=O)(=O)N2CC=C(c3ccc(F)cc3)CC2)cc1
 : -1, -7, -9, 0, 1, -10, -6, 14, 1.4
- CCOc1ncccc1C(=O)N(C)CC(=O)Nc1ccc(F)cc1
 : 11, 2, -8, 8, 1, -10, -6, -1, 0.3
- CCCN(CCC)c1nc(N)c(C#N)c(CC#N)c1C#N
 : 14, ., -18, -18, ., -3, -23, 23, 2.1
- CN(C)C(=O)CCCc1nc(-c2ccc(Cl)cc2)no1
 : 8, -24, -16, -4, 6, -3, -7, 18, 5.6
- CCCc1cc(=O)[nH]c(SCC(=O)c2cc(C)n(CC(F)(F)F)c2C)n1
 : 4, 10, 8, -11, 0, -5, -1, 11, 4.5
- COc1ccc(CNc2ncc(-c3ccccc3)n2C)cc1
 : -13, -20, -8, 4, 6, -7, 11, 14, 0.7
- CC(=O)Nc1ccc(NC(=O)C(C)Oc2ccc(Cl)cc2Cl)cc1 (stereo unspecified)
 : 12, 21, -7, -2, 8, -1, 0, 5, 0.8
- Clc1nccnc1-c1ccccc1
 : 1, -26, 9, 22, 0, -5, -7, -14, -0.3
- CC(C)CC1C(=O)N(Cc2cn(CCC3OCCCO3)nn2)CCS(=O)(=O)N1Cc1ccc(-c2ccccc2)cc1 (stereo unspecified)
 : 5, 0, ., 7, 7, 0, -4, -1, 0.8
- COc1ccc(C(=O)C2CCCN(C(=O)CCC3=NNC(=O)CC3)C2)c(C)c1 (stereo unspecified)
 : 1, 8, -26, -10, 6, -8, -6, 24, 0.1

# Some of the entries so far, with tabs:
Molecule	CHRM1 PAM	TAAR1 antag	CHO parental Ca	CHO-K1 Ca antag	TAAR1 agonist	M1 ag	M1 antag	M1 PAM parental	CHO-K1 Ca ag
Cc1ccc(/C=N/n2cnc3sc(-c4ccccc4)cc3c2=O)o1	-2	10	-3	4	7	0	-23	1	-0.1
O=C(O)c1ccccc1C(=O)NCCc1c(C(=O)O)[nH]c2ccc(F)cc12	2	-6	-6	-14	8	-2	-2	18	0.2
Cc1cc(Cl)c(S(=O)(=O)NCc2cccnc2)cc1OCC(=O)NC1CCCCC1	5	-6	-27	2	16	-3	-3	16	0.9
Cc1ccc(C(=O)NC(=S)Nc2ccc(S(=O)(=O)N(C)c3ccccc3)cc2)cc1	2	4	-8	-1	3	2	-8	16	1.8
c1ccc(CSc2ncnc3c2cnn3Cc2ccccc2)cc1	1	16	-16	1	4	-6	-5	-1	-0.1
Cc1ccc(S(=O)(=O)N2CC=C(c3ccc(F)cc3)CC2)cc1	-1	-7	-9	0	1	-10	-6	14	1.4
